Source: PubChem
PV pol inh = poliovirus RNA polymerase inhibition. % elongation, % (compound at 16.7 µg/mL). P03300. poliovirus polymerase elongation, fluorescence polarization; active compounds read low. 150,000 compounds, 0.66% hits; in the data active means % elongation below about 90%; further: some results filed as inactive read as strong as hits
Target sequence (P03300 1749-2209 limits assumed): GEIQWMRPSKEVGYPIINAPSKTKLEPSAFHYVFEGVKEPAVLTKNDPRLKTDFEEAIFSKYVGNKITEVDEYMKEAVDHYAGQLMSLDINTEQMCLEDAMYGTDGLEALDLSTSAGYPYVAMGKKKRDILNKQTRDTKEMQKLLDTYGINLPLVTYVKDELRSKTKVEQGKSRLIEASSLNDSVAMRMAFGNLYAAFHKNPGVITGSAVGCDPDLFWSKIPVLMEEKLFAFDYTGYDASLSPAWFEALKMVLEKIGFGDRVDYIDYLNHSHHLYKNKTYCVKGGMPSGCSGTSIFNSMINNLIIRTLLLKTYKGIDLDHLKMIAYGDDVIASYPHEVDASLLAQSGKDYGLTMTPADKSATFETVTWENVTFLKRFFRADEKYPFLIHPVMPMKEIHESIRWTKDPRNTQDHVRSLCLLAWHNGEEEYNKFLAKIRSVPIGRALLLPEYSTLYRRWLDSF
PV pol inh FP z-score = further read-out of PV pol inh, marked with its call; z-score; measured here: FP z-score; hits read low
* hit, by the source's call; & = joins results of further samples. Some of the compounds tested. The share of hits here may be higher or lower than overall.

What do the screens show for `COc1ccc(Cn2nnc3c(=O)[nH]c(C4CCN(C(=O)c5ccc(C)cc5)CC4)nc32)cc1OC`?
PV pol inh: 106; PV pol inh FP z-score: -0.2

How did O=C(O)Cn1c(-c2cccs2)cc2cc(Cl)ccc21 do in these assays?
PV pol inh: 108; PV pol inh FP z-score: 0.4

What do the screens show for `CCCCC[C@H](O)/C=C/[C@H]1C(=O)C=C[C@@H]1C/C=C\CCCC(=O)O`?
PV pol inh: 101&100; PV pol inh FP z-score: 0.1&-0.1

What do the screens show for `Cc1ccc(CNC(=O)c2cccc(-n3cnc4cccnc43)c2)cc1`?
PV pol inh: 106; PV pol inh FP z-score: -0.3

What do the screens show for `Cc1ccc(NC(=O)c2sc3nc[nH]c(=O)c3c2C)cc1C`?
PV pol inh: 114; PV pol inh FP z-score: 1.5

Results for O=C1NC2(Cc3ccccc3C2)Nc2ccccc21 ?
PV pol inh: 104; PV pol inh FP z-score: 0.8

What do the screens show for `Cc1ccc(CN2CCC(CNC(=O)Cn3ncc4c([nH]c5ccccc54)c3=O)C2)cc1` (stereo not given)?
PV pol inh: 104; PV pol inh FP z-score: 1

Results for O=P1(Nc2ccc(F)cc2)COc2ccccc2OC1 ?
PV pol inh: 100; PV pol inh FP z-score: -0.2

How did Fc1ccccc1CSc1nnc2ccc(-c3ccco3)nn12 do in these assays?
PV pol inh: 106; PV pol inh FP z-score: 1.5

What do the screens show for `CCSc1nnc(C2CCCN(CC(=O)Nc3nc(C)cs3)C2)n1C` (stereo not given)?
PV pol inh: 103; PV pol inh FP z-score: 0.6

How did CCOC(=O)N1CCN(c2ccc3ccccc3n2)CC1 do in these assays?
PV pol inh: 102; PV pol inh FP z-score: -0.3

How did C#CCSc1cccc2cccnc12 do in these assays?
PV pol inh: 102; PV pol inh FP z-score: 0.2

Results for COc1cc(N2C(=O)CSC23C(=O)N(Cc2cccc(F)c2)c2ccccc23)cc(OC)c1OC (stereo not given) ?
PV pol inh: 109; PV pol inh FP z-score: 0.6

Results for Cc1cc(-c2ccc(C)c(S(=O)(=O)N(C)Cc3ccccc3)c2)on1 ?
PV pol inh: 100; PV pol inh FP z-score: -0.9

What do the screens show for `O=C(CN1CCn2nc(-c3ccccc3)cc2C1=O)N1CCCC1`?
PV pol inh: 100; PV pol inh FP z-score: -0.7

What do the screens show for `O=C(Oc1ccc(N(Cc2cccs2)C2=NS(=O)(=O)c3ccccc32)cc1)c1ccccc1`?
PV pol inh: 101; PV pol inh FP z-score: -0.1

Results for CCN(CC)C(=O)O[n+]1ccccc1C(C)C ?
PV pol inh: 100; PV pol inh FP z-score: -0.5

How did COc1ccc(CCNC(=O)c2c(C)cc(=O)oc2C)cc1OC do in these assays?
PV pol inh: 99; PV pol inh FP z-score: -1.1

What do the screens show for `CSc1ncccc1C(=O)NCc1ccc(F)cc1`?
PV pol inh: 103; PV pol inh FP z-score: 0.7

What do the screens show for `Cc1noc(C)c1CSc1ncccc1C(=O)Nc1ccnn1C1CCCC1`?
PV pol inh: 110; PV pol inh FP z-score: 0.7

Results for CCc1ccccc1OCCSc1nnc(-c2cc(OC)c(OC)c(OC)c2)o1 ?
PV pol inh: 107; PV pol inh FP z-score: 0

What do the screens show for `CCOC(=O)CCc1n[nH]c(=O)[nH]c1=O`?
PV pol inh: 106; PV pol inh FP z-score: 0.3

How did O=C(Cn1cc(/C=N/NC(=O)c2ccc(Oc3ccc(O)cc3)cc2)c2ccccc21)NCc1ccco1 do in these assays?
PV pol inh: 105; PV pol inh FP z-score: 0.9

What do the screens show for `CCCCCC(=O)Nc1ccc(NC(=O)c2cc3ccccc3o2)c(OC)c1`?
PV pol inh: 103; PV pol inh FP z-score: -0.2

Results for COc1ccc(Cl)cc1NC(=O)CN1Cc2ccccc2C1=O ?
PV pol inh: 106; PV pol inh FP z-score: -0.2

How did COc1ccc(-c2cc(C(F)(F)F)nc(SCC(=O)NCCc3ccccc3)n2)cc1OC do in these assays?
PV pol inh: 105; PV pol inh FP z-score: 0.2

How did COc1ccc(OCC(O)CC(=O)O)cc1 (stereo not given) do in these assays?
PV pol inh: 105; PV pol inh FP z-score: 0.9

What do the screens show for `COC(=O)c1cc(NC(=O)CN2C(=O)c3ccccc3C2=O)cc(C(=O)OC)c1`?
PV pol inh: 100; PV pol inh FP z-score: -0.3

Results for COc1cc(OC)c(NC(=O)CN2C(=O)CCn3nc(-c4cccn4C)cc32)cc1Cl ?
PV pol inh: 107; PV pol inh FP z-score: 0

What do the screens show for `O=C(c1ccco1)n1nc(-c2ccccc2)nc1NCc1ccc(F)cc1`?
PV pol inh: 104; PV pol inh FP z-score: -0.1

What do the screens show for `CC1(C)C(c2ccccc2)=[N+]([O-])CN1O`?
PV pol inh: 100; PV pol inh FP z-score: 0.1

What do the screens show for `O=C(CN1CCN(S(=O)(=O)c2ccccc2)CC1)Nc1ccc2c(c1)CCC2`?
PV pol inh: 104; PV pol inh FP z-score: 0.2

Results for CC1(C)OC(=O)C(=CNc2ccccc2F)C(=O)O1 ?
PV pol inh: 101; PV pol inh FP z-score: -0.1

Results for Cc1ccc2c(c1)-c1onc(C(=O)N3CCCCC3)c1CO2 ?
PV pol inh: 102; PV pol inh FP z-score: 0.2

Results for Cc1ccc(CNC(=O)c2sc3nc(-c4ccccc4)cn3c2C)cc1 ?
PV pol inh: 107; PV pol inh FP z-score: 0.1

How did COc1cc(Cl)c(C)cc1NC(=O)c1cc2c(s1)-c1c(C)cccc1OC2 do in these assays?
PV pol inh: 102; PV pol inh FP z-score: -0.8

Results for COc1ccc(NC(=O)CN2CCN(S(=O)(=O)c3cccs3)CC2)cc1Cl ?
PV pol inh: 108; PV pol inh FP z-score: 0.9

Results for Cc1ccc(NC(=O)COC(=O)c2ccc[nH]c2=O)c(S(=O)(=O)N2CCOCC2)c1 ?
PV pol inh: 108; PV pol inh FP z-score: 0.6

What do the screens show for `COc1cc(NC(=O)CN2C(=O)C(c3ccc(C)cc3)=NC23CCCCCC3)cc(OC)c1`?
PV pol inh: 108; PV pol inh FP z-score: 0.3

How did CN(C)/C=C1\C(=O)N(C)N=C1c1ccccc1O do in these assays?
PV pol inh: 100; PV pol inh FP z-score: -0.3

What do the screens show for `CCCn1c(SCC(=O)NCCc2ccccc2)nc2c(oc3ccccc32)c1=O`?
PV pol inh: 101; PV pol inh FP z-score: -0.5

How did Cc1ccc(-c2nc3c4ccccc4n(CC(=O)N4CCN(c5ccccc5F)CC4)c(=O)n3n2)cc1 do in these assays?
PV pol inh: 100; PV pol inh FP z-score: -1.1

How did COc1cc(OC)c2c(c1)ncc1c(C)nn(-c3ccccc3)c12 do in these assays?
PV pol inh: 102; PV pol inh FP z-score: 0.1

What do the screens show for `Cc1c2n(c3ccccc13)C/C(=C\c1ccccc1)C2=O`?
PV pol inh: 90; PV pol inh FP z-score: -2.1

What do the screens show for `Cc1nn(-c2ccccc2)c2nc(-c3cccnc3)cc(C(=O)NNC3=NCCC3)c12`?
PV pol inh: 107; PV pol inh FP z-score: 0.1

How did COc1cccc(CNC(=O)CCc2c(C)nc3c4c(C)cc(C)nc4nn3c2C)c1 do in these assays?
PV pol inh: 100; PV pol inh FP z-score: -1.1

Results for O=C1CCC(C(=O)NCc2ccccc2)N1 (stereo not given) ?
PV pol inh: 101; PV pol inh FP z-score: -0.2

Results for COc1ccc(C(=O)Cn2c(C(F)(F)F)nc3ccccc32)cc1 ?
PV pol inh: 103; PV pol inh FP z-score: 0.3

Results for CCOc1ccc2nc(NCCNC(=S)NC)c(C#N)cc2c1 ?
PV pol inh: 100; PV pol inh FP z-score: -0.7

How did CSc1ccc(-c2nc(CSCC(=O)N3CCCC3)c(C)o2)cc1 do in these assays?
PV pol inh: 100; PV pol inh FP z-score: -0.5

Results for O=C(NCCc1ccccc1)c1cccc(Nc2nc3ccccc3n3nnnc23)c1 ?
PV pol inh: 103; PV pol inh FP z-score: 0.5

How did C=C(C)COc1ccc2c(CCCC)cc(=O)oc2c1 do in these assays?
PV pol inh: 98; PV pol inh FP z-score: -0.6

Results for Cc1ccc(N2CC(C(=O)N3CCC(C(=O)Nc4cccnc4)CC3)CC2=O)cc1 (stereo not given) ?
PV pol inh: 102; PV pol inh FP z-score: 0.1

Results for c1ccc(CCn2c(-c3cccs3)nc3ccccc32)cc1 ?
PV pol inh: 100; PV pol inh FP z-score: 0.1

How did CCCN(CC1CC1)C(=O)CSC1=N/C(=C\c2ccco2)C(=O)N1c1ccc(OC(F)F)cc1 do in these assays?
PV pol inh: 107; PV pol inh FP z-score: 0.4

How did Cc1ccc2oc(C(=O)Nc3ccc(S(=O)(=O)Nc4onc(C)c4C)cc3)cc(=O)c2c1 do in these assays?
PV pol inh: 102; PV pol inh FP z-score: -1.1

What do the screens show for `COc1cccc(N2CC(NC(=O)c3ccco3)CC2=O)c1` (stereo not given)?
PV pol inh: 102; PV pol inh FP z-score: -1.1

Results for Clc1cccc(CNCc2ccco2)c1 ?
PV pol inh: 103; PV pol inh FP z-score: 0

What do the screens show for `Cc1ccc(C)c(OCCOCCn2c(-c3ccc(Br)cc3)nc3ccccc3c2=O)c1C`?
PV pol inh: 107; PV pol inh FP z-score: 0.6

Results for CC(C)C1CC(c2csc(N)n2)CCO1 (stereo not given) ?
PV pol inh: 102; PV pol inh FP z-score: -0.2

Ordered by SMILES length (low to high): some entries from above.
Results for Clc1cccc(CNCc2ccco2)c1 ?
PV pol inh: 103; PV pol inh FP z-score: 0

Results for CC(C)C1CC(c2csc(N)n2)CCO1 (stereo not given) ?
PV pol inh: 102; PV pol inh FP z-score: -0.2

Results for O=C1CCC(C(=O)NCc2ccccc2)N1 (stereo not given) ?
PV pol inh: 101; PV pol inh FP z-score: -0.2

How did C=C(C)COc1ccc2c(CCCC)cc(=O)oc2c1 do in these assays?
PV pol inh: 98; PV pol inh FP z-score: -0.6

Results for CCOc1ccc2nc(NCCNC(=S)NC)c(C#N)cc2c1 ?
PV pol inh: 100; PV pol inh FP z-score: -0.7

What do the screens show for `COc1cccc(N2CC(NC(=O)c3ccco3)CC2=O)c1` (stereo not given)?
PV pol inh: 102; PV pol inh FP z-score: -1.1

How did CSc1ccc(-c2nc(CSCC(=O)N3CCCC3)c(C)o2)cc1 do in these assays?
PV pol inh: 100; PV pol inh FP z-score: -0.5

Results for O=C(NCCc1ccccc1)c1cccc(Nc2nc3ccccc3n3nnnc23)c1 ?
PV pol inh: 103; PV pol inh FP z-score: 0.5

How did COc1cccc(CNC(=O)CCc2c(C)nc3c4c(C)cc(C)nc4nn3c2C)c1 do in these assays?
PV pol inh: 100; PV pol inh FP z-score: -1.1

What do the screens show for `Cc1ccc(C)c(OCCOCCn2c(-c3ccc(Br)cc3)nc3ccccc3c2=O)c1C`?
PV pol inh: 107; PV pol inh FP z-score: 0.6

How did Cc1ccc2oc(C(=O)Nc3ccc(S(=O)(=O)Nc4onc(C)c4C)cc3)cc(=O)c2c1 do in these assays?
PV pol inh: 102; PV pol inh FP z-score: -1.1

How did CCCN(CC1CC1)C(=O)CSC1=N/C(=C\c2ccco2)C(=O)N1c1ccc(OC(F)F)cc1 do in these assays?
PV pol inh: 107; PV pol inh FP z-score: 0.4

Going on with the list.
How did COc1ccc(S(=O)(=O)N2CCn3c2nc2ccccc23)cc1 do in these assays?
PV pol inh: 105; PV pol inh FP z-score: 1

How did CCOC(=O)Cc1csc(SCc2c(C(=O)OCC)oc3ccccc23)n1 do in these assays?
PV pol inh: 104; PV pol inh FP z-score: 0.3

What do the screens show for `CCS(=O)(=O)c1ccc2c(c1)N=Cc1c(C)nn(Cc3ccc(Cl)cc3)c1O2`?
PV pol inh: 103; PV pol inh FP z-score: 0.8

How did O=S(=O)(c1ccc(Br)cc1)N1CCc2[nH]ncc2C1 do in these assays?
PV pol inh: 102; PV pol inh FP z-score: 1.2

Results for Cc1onc(-c2c(F)cccc2Cl)c1C(=O)Nc1ccc(S(=O)(=O)N2CCOCC2)cc1 ?
PV pol inh: 106; PV pol inh FP z-score: 0.5

What do the screens show for `O=c1oc2ccccc2n1S(=O)(=O)c1c(F)c(F)c(F)c(F)c1F`?
PV pol inh: 97; PV pol inh FP z-score: -0.6

Results for Cc1ccc(NC(=O)CN2C(=O)COc3ccc(S(=O)(=O)NC4CCCC4)cc32)c(Cl)c1 ?
PV pol inh: 104; PV pol inh FP z-score: -0.4

What do the screens show for `O=C(O)c1ccc(N=Nc2c(O)[nH]c(=O)[nH]c2=O)cc1`?
PV pol inh: 103; PV pol inh FP z-score: 0.3

Results for CCN1C(=O)/C(=C/c2c(N3CCCCC3)nc3ccccn3c2=O)SC1=S ?
PV pol inh: 73; PV pol inh FP z-score: -5.1

How did CCCN1CN(Cc2ccccc2)CC2=C1CC(C)(C)CC2=O do in these assays?
PV pol inh: 102; PV pol inh FP z-score: 0.6

What do the screens show for `N#CC(C(=O)C1CCCCC1)c1nc2ccccc2[nH]1` (stereo not given)?
PV pol inh: 102; PV pol inh FP z-score: 0.3

How did CC(C)(C)C(=O)Cn1nc(Cl)nc1Cl do in these assays?
PV pol inh: 100; PV pol inh FP z-score: -0.6

What do the screens show for `CCOc1ccc(C(=O)/C=C(/Nc2cccc(C)c2)C(=O)O)cc1`?
PV pol inh: 101; PV pol inh FP z-score: -0.2

How did CCOC(=O)c1cccc(NC(=O)c2ccccc2Cl)c1 do in these assays?
PV pol inh: 105; PV pol inh FP z-score: 1

How did CCc1ccc2c(c1)c(=O)c(S(=O)(=O)c1ccccc1)cn2CC(=O)Nc1ccc(OC)cc1 do in these assays?
PV pol inh: 108; PV pol inh FP z-score: 0.1

What do the screens show for `Cc1cc(C)nc(SCc2nc3ccccc3c(=O)n2-c2ccc(C(F)(F)F)cc2)n1`?
PV pol inh: 101; PV pol inh FP z-score: -0.2

How did Cc1nc2cc(NC(=O)COc3ccccc3C#N)ccc2n1-c1ccccc1 do in these assays?
PV pol inh: 112; PV pol inh FP z-score: 1.9

How did O=C(Nc1ccc(N2CCCCC2)cc1)Nc1cccc(Cl)c1 do in these assays?
PV pol inh: 110; PV pol inh FP z-score: 0.8

How did CCN1CCN(CCC(=O)Nc2ccc3c(c2)CCC3)CC1 do in these assays?
PV pol inh: 101; PV pol inh FP z-score: 0.1

How did FC(F)(F)c1ccccc1NC(=S)N1CCCC1 do in these assays?
PV pol inh: 103; PV pol inh FP z-score: 0.1

How did CCC(C)NC(=O)c1nn(-c2ccc(C)cc2)c(=O)n(C)c1=O (stereo not given) do in these assays?
PV pol inh: 101; PV pol inh FP z-score: -1.3
